VIM-2 inhibitor = VIM-2 metallo-beta-lactamase inhibitors, primary screen, biochemical, epi-absorbance readout, Pseudomonas aeruginosa enzyme | 290,000 tested, 0.89% active | purified VIM-2, nitrocefin hydrolysis, epi-absorbance fluorescence | inhibition, % at 5.6 µM | AID 1527, 2009;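 active = inhibition above the mean of all tested compounds plus 3 SD, cutoff set per screening run, cut at about 7.5% in these data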;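 also: red hydrolysis product quenches plate fluorescence so inhibitors raise well fluorescence; 0% = enzyme with DMSO and 100% = DMSO without enzyme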
PHOSPHO1 inh = PubChem AID 1565; 290,000 tested, 1.1% active; Phosphoethanolamine/phosphocholine phosphatase (Homo sapiens), Q8TCT1; recombinant PHOSPHO1, absorbance phosphatase assay; inhibition, % at 13.3 µM; in the data active = inhibition above about 60%
IMP-1 inhibitor = IMP-1 metallo-beta-lactamase inhibitors, primary screen, biochemical, epi-absorbance readout, Pseudomonas aeruginosa enzyme. metallo-beta-lactamase IMP-1 (Pseudomonas aeruginosa). purified IMP-1, nitrocefin hydrolysis, epi-absorbance fluorescence. inhibition, % at 5.6 µM. 290,000 tested, 0.45% active;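 active = inhibition above the mean plus 3 SD of all compounds in the same screening run, cut at about 4.5% in these data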;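 also: 0% = IMP-1 with DMSO and 100% = DMSO wells lacking enzyme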
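System: purified recombinant IMP-1 beta-lactamase. Medium: Zinc- and detergent-supplemented HEPES buffer, pH 7.1. Compound: one 5.6 µM dose […]. Schedule: 15 min preincubation plus 25 min reaction at 25 °C. Technique: Epi-absorbance fluorescence, 480 nm excitation, 530 nm emission.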
GPR7 antag = GPR7 receptor antagonists, primary screen, cell-based, fluorescence, single concentration; Neuropeptides B/W receptor type 1 (Homo sapiens), P48145; GPR7-expressing cells, fluorescence antagonist assay; inhibition, % at 4.4 µM; 290,000 tested, 1.1% active; AID 1861, 2009; in the data active = inhibition above about 16%, passing the limit was not always enough;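 also: cells stimulated with the agonist NPW; 0% = agonist with vehicle and 100% = vehicle without agonist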
DNA FID counter = compounds displacing fluorescent DNA intercalator, primary screen, artefact control for HCV NS3 helicase inhibitor project, biochemical, FID fluorescence; AID 1845, 2009; 290,000 tested, 0.17% active; inhibition, % at 7.9 µM; DNA fluorescent intercalator displacement; in the data active = inhibition above about 37%;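 also: 0% = vehicle and 100% = reference compound; higher means more ethidium bromide displaced from hairpin DNA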
V1aR counter = agonists of human V1a receptor, primary screen, counter-screen for OXTR agonist project, fluorescence, CHO-V1R cells; Vasopressin V1a receptor (Homo sapiens), P37288; Fluo-8 calcium fluorescence, agonist mode; 0% DMSO, 100% 3 nM vasopressin; activation, % at 3 µM; 320,000 tested, 0.25% active;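 active = activation above the mean activation of all tested compounds plus 3 SD, per screening run, cut at about 20% in these data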;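 also: signal is peak over basal fluorescence ratio across a 100 second FLIPR read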
Target sequence (P37288 whole entry, looked up): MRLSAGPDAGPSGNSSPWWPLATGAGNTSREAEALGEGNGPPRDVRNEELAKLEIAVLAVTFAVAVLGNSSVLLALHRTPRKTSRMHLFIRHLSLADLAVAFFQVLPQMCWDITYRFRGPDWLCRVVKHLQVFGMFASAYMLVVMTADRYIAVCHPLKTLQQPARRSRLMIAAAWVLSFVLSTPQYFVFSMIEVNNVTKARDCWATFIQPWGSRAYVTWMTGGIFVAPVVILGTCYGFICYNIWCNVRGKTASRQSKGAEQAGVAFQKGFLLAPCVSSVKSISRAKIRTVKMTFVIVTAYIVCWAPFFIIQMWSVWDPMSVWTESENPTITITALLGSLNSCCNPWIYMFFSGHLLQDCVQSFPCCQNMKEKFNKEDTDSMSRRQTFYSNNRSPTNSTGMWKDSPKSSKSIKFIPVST
OXTR ag = human OXTR agonists, primary screen, fluorescence, CHO-OTR cells, Fluo-8 calcium; Oxytocin receptor (Homo sapiens), P30559; AID 2435, 2010; 320,000 tested, 0.32% active; Fluo-8 calcium fluorescence; normalized: DMSO 0%, oxytocin 100%; activation, % at 3 µM;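 active = activation above the mean of all tested compounds plus 3 SD, cutoff set per screening run, cut at about 20% in these data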;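 also: peak over basal fluorescence ratio from a 100 s FLIPR kinetic read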
Target sequence (P30559 whole entry, looked up): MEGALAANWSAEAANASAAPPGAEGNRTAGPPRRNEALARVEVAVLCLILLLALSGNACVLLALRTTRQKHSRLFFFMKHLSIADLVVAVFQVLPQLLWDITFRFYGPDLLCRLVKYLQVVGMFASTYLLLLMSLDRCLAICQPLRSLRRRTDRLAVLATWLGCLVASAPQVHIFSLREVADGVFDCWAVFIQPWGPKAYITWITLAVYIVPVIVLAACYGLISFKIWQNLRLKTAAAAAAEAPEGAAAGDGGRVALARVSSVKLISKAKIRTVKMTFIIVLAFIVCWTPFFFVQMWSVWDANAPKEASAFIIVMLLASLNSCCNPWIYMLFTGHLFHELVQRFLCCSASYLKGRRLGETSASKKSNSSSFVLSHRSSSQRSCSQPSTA
GalR3 antag = GalR3 antagonists in HEK293 cells, primary screen, cell-based, fluorescence readout. Galanin receptor type 3 (Homo sapiens), O60755. HEK293 GalR3-CNG cAMP membrane potential fluorescence; galR3 body fused to GalR1 C-terminus. inhibition, % at 3 µM. 360,000 tested, 0.44% active. AID 651719, 2012;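 active = inhibition above the screen-wide average plus 3 SD, cut at about 13% in these data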;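 also: forskolin and galanin both at EC90 stimulate the cells; cAMP rise reported by CNG channel membrane potential dye signal; 0% = forskolin plus galanin with DMSO and 100% = forskolin alone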
Target sequence (O60755 1-299 limits assumed): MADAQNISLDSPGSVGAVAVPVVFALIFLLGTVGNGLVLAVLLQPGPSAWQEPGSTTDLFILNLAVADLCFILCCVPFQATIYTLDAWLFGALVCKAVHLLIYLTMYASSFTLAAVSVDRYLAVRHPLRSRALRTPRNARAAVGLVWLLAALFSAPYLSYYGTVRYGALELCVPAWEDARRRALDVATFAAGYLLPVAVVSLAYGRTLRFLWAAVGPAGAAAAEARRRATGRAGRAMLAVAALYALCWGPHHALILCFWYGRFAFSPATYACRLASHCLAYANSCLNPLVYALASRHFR
HCV NS3 hel inh = inhibitors of HCV NS3 helicase, primary screen, biochemical, Cy5 molecular beacon fluorescence. Hepatitis C virus NS3 helicase. NS3 helicase DNA unwinding. inhibition, % at 10.9 µM. 290,000 tested, 0.56% active;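 active = inhibition above the mean of all tested compounds plus 3 SD, set per campaign, cut at about 35% in these data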;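 also: 0% = DMSO wells and 100% = thioflavine S control wells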
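Assay system – hepatitis C virus NS3 helicase domain fragment enzyme · Buffer or medium – MOPS pH 6.5, MgCl2, DTT, Tween20, BSA · Reagent – Cy5/quencher beacon DNA duplex and ATP to start · Compound – single 10.9 µM dose · Timing – 1 h at 25 °C · Technique – Cy5 beacon fluorescence read at start and 1 h · Measure – % inhibition of unwinding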
The depositor's hits bear a star; / = no result given.

SMILES	VIM-2 inhibitor	PHOSPHO1 inh	IMP-1 inhibitor	GPR7 antag	DNA FID counter	V1aR counter	OXTR ag	GalR3 antag	HCV NS3 hel inh
Nc1nc2cc(S(=O)(=O)NC3=NCCCCC3)ccc2s1	-2.2	25	-2.0	4	-2	0.7	0.7	-5	9
CCOC(=O)c1c(N)nn(C(C)=O)c1-c1ccccc1	-0.8	-11	-4.3	-10	1	-0.6	-1.7	-1	9
CC1CN(C2=NC(=O)/C(=C/c3ccncc3)S2)CC(C)O1 (stereo unspecified)	-1.4	32	-1.6	-2	-2	0.6	-1.2	-4	9
COc1ccc(S(=O)(=O)N2CCCCC2)cc1NC(=O)c1ccc2ccccc2n1	-4.4	-24	-2.4	11	-7	-0.1	-1.2	1	-5
COc1ccc(NC(=O)c2c(-c3c(Cl)cccc3Cl)noc2C)cn1	-2.5	19	-3.2	-10	-22	-0.4	-0.1	0	-1
COC(=O)c1sc2nc3c(cc2c1N)C(=O)CC(C)(C)C3	-2.2	21	-6.3	-1	1	-0.1	0.1	-4	1
O=C(/C=C/c1ccc2c(c1)OCO2)Nc1nc(-c2ccc(F)cc2F)cs1	-5.6	5	-4.6	-10	-1	1.7	-1.1	/	3
Cc1nn(-c2ccccc2)c2c1cc1c(=O)n(C)c(=O)nc-1n2-c1ccccc1F	-2.8	20	-2.4	-6	-14	2.0	-1.7	-5	-9
Nc1nnc(SCC(=O)Nc2cccc(S(N)(=O)=O)c2)s1	-1.6	-62	-2.2	-11	-2	1.0	-0.2	1	-7
O=C1/C(=C/c2ccc3c(c2)OCO3)Oc2cc(OCC(=O)N3CC(O)C[C@H]3C(=O)O)ccc21 (stereo partly specified)	-0.7	29	-3.7	-10	-24	0.7	0.2	/	6
Cc1nc2ccccn2c1C(=O)NN=C1CCCC1	-2.3	28	-3.3	11	-6	-0.3	0.0	-5	-8
CC1=CC(C)(C)Nc2ccc(OS(=O)(=O)c3ccc(C)cc3)cc21	-1.0	18	0.6	-9	-9	-1.1	-0.3	-9	13
CC(NC(=O)c1ccc([N+](=O)[O-])cc1[N+](=O)[O-])c1ccc(-c2ccccc2)cc1 (stereo unspecified)	-1.2	-2	-2.3	4	7	10	6.9	0	0
O=C(NCCc1ccc(Cl)cc1)c1n[nH]c2ccccc12	-1.9	-2	-2.2	-9	-2	1.5	-2.6	-7	-5
COc1ccc(CCNS(=O)(=O)c2ccc(S(=O)(=O)N3CCCC3)cc2)cc1OC	-3.7	14	-3.1	-5	-23	8.3	9.1	-2	9
CCn1c(SCc2ccccc2)nnc1-c1ccc(S(=O)(=O)N2CCCCC2)cc1	-0.3	38	-0.2	33*	-43	9.4	9.2	-4	0
COC(=O)c1cccc([N+](=O)[O-])c1CS(=O)(=O)c1ccc(C)cc1	-3.0	6	-2.1	-10	-1	-0.4	-0.4	14*	0
O=C(Nc1ccnn1C1CCN(C2CCC2)CC1)c1ccccc1Cl	0.6	36	-1.6	-8	-3	0.0	0.1	0	2
S=c1[nH]nc(-c2ccncc2)n1Cc1ccco1	-1.2	-14	-4.5	-15	-4	1.0	0.6	-3	-3
CCn1ncc(CN2CCC(C(=O)Nc3cccc(-c4cccc(F)c4)c3)CC2)c1C	-0.4	-1	-1.0	6	23	3.9	3.1	-9	-30
O=C(NCCN1CCOCC1)c1cc(-c2ccc(Cl)c(Cl)c2)on1	0.6	28	-2.3	2	-5	1.1	2.5	-2	-15
COc1ccc(NS(=O)(=O)c2ccc(O)c(NC(=O)c3ccc(S(=O)(=O)N4CCCC4)cc3)c2)cc1	-1.1	20	-0.5	-9	-11	0.5	0.8	8	-10
O=C(O)CC(C(=O)NCc1ccccc1)C1CCCO1 (stereo unspecified)	0.8	4	-2.1	-11	3	-0.4	0.7	-4	1
Cc1cccc(CCNCc2c(C(=O)O)c(C)n(-c3ccccc3)c2C)c1	-0.1	20	-0.8	-4	-18	0.2	0.4	-8	-10
CCOC(CNC(=O)c1cc2c(=O)n(CC)c3ccccc3c2s1)OCC	5.6	29	-1.5	-14	-28	0.3	-0.2	-4	-4

3 structures out of the list, arranged by formula weight, falling:
SMILES	VIM-2 inhibitor	PHOSPHO1 inh	IMP-1 inhibitor	GPR7 antag	DNA FID counter	V1aR counter	OXTR ag	GalR3 antag	HCV NS3 hel inh
CCn1c(SCc2ccccc2)nnc1-c1ccc(S(=O)(=O)N2CCCCC2)cc1	-0.3	38	-0.2	33*	-43	9.4	9.2	-4	0
Nc1nc2cc(S(=O)(=O)NC3=NCCCCC3)ccc2s1	-2.2	25	-2.0	4	-2	0.7	0.7	-5	9
CCOC(=O)c1c(N)nn(C(C)=O)c1-c1ccccc1	-0.8	-11	-4.3	-10	1	-0.6	-1.7	-1	9

(further entries)
SMILES	VIM-2 inhibitor	PHOSPHO1 inh	IMP-1 inhibitor	GPR7 antag	DNA FID counter	V1aR counter	OXTR ag	GalR3 antag	HCV NS3 hel inh
Cc1nc(-c2ccccc2)sc1C(=O)/C=C/c1ccc(Cl)cc1	-1.0	50	-1.3	-3	0	0.3	-1.0	-2	12
O=C(Nc1ccccc1NS(=O)(=O)c1ccc(F)cc1)C1CCC1	-2.4	19	-2.3	-10	3	-1.3	1.5	/	-9
COc1ccc(NC(=O)c2c(C)noc2-c2snnc2C)cc1	-0.5	24	-1.6	-5	-4	0.5	-2.0	-6	-7
COc1cccc(NC(=O)Nc2cc(C(=O)NC(C)C)ccc2N2CC3CC(C2)c2cccc(=O)n2C3)c1 (stereo unspecified)	-0.8	24	-1.5	-7	-48	0.6	-1.6	-6	-2
COc1cc(S(=O)(=O)Nc2cccc3cn[nH]c23)c(OC)cc1C	-2.1	-36	-2.8	-21	-19	0.7	-0.2	-5	6
COc1ccc(CN(C(=O)CCC(=O)N2CCCCC2)c2nccs2)cc1OC	-1.8	19	-5.5	2	-23	0.9	0.5	-2	5
COC(=O)Cc1cc(OC)c(OC)cc1Cc1cc(OC)c(OC)cc1CC(=O)OC	3.5	-3	1.0	12	-41	-1.0	-0.4	1	7
CSc1nc2c(c(=O)[nH]1)C(c1ccccc1)C1=C(CC(C)(C)CC1=O)N2 (stereo unspecified)	-4.5	8	-4.6	-10	-4	-0.1	0.3	1	-4
O=C(NNC1=NCCC1)c1cccc(Br)c1	-4.6	16	-3.4	2	-1	1.4	0.6	-5	-2
CC(C)c1[nH]c(=O)c(C#N)c2c1COC(C)(C)C2	-2.0	4	-1.9	3	4	3.5	-0.4	2	5
Brc1ccc(C=Nc2ccc(Nc3ccccc3)cc2)s1	-2.8	0	-7.5	1	6	-0.4	1.8	/	-99
COc1ccc(/C=N/NC(=O)c2ccc(NC(=O)c3cccc([N+](=O)[O-])c3)cc2)c(C(=O)O)c1OC	1.0	7	-2.0	5	-16	1.1	-0.4	-5	19
Cc1ccccc1-n1ncc(C(C)NS(=O)(=O)c2sccc2C)c1C (stereo unspecified)	-2.8	29	-2.0	-10	-14	1.8	-0.1	-4	1
CCCCN1C(=O)CC(Nc2ccc(CC)cc2)C1=O (stereo unspecified)	2.7	4	-1.1	-10	-11	-0.1	-0.7	4	-4
Cc1cc(C)c(NC(=O)CCCN2CCN(C)CC2)c(C)c1	-3.8	4	-2.5	-9	-1	0.4	-0.5	5	8
COc1ccc(CCNC(=O)CC(NS(=O)(=O)c2ccc(NC(C)=O)cc2)C(C)C)cc1OC (stereo unspecified)	-3.0	44	-3.0	5	-14	0.1	1.1	3	0
COc1ccc2c(CC(=O)Nc3ccc(OC)c(S(=O)(=O)N4CCOCC4)c3)coc2c1	-4.3	7	0.3	-7	-6	1.2	-0.3	-2	0
OCCNc1ncnc2c1ncn2Cc1ccccc1	-2.0	-22	-1.2	-9	1	-0.5	2.1	4	-2
COc1ccc(CNS(=O)(=O)c2ccc(F)c(C(=O)Nc3ccc(OC)cc3)c2)cc1	0.2	-10	-0.8	-6	-9	3.1	-0.4	-3	-3
Cc1ccc(C(=O)NC(=S)Nc2ccccc2C(F)(F)F)c(C)c1	-3.0	0	-1.2	-12	1	-1.6	-1.6	-1	5
CCOC(=O)C1CCN(S(=O)(=O)c2cccc(C(=O)Nc3ccccc3)c2)CC1	-2.1	27	-1.4	-5	-39	13	1.1	-2	-2
CCOC(=O)/C(O)=C(\C#N)c1nc2ccccc2[nH]1	0.2	-4	-3.1	3	-5	-0.1	-0.4	-5	17
CCOC(=O)c1ccccc1NC(=S)N1CCN(C2CCCCC2)CC1	-2.8	-17	-3.0	-5	0	-0.1	1.9	-6	-6
CCOC(=O)c1sc(S(C)(=O)=O)c2c1CC(C)(C)C/C2=N/O	-2.5	7	-0.7	-20	-14	-1.5	-0.6	-3	7
O=C(NCCc1c[nH]c2ccccc12)N[C@@H](Cc1ccccc1)C(=O)O	-0.3	7	-0.6	-1	-15	0.6	1.7	-10	8
O=C(NN1C(=O)/C(=C/c2ccc(O)cc2)SC1=S)c1ccccc1O	0.6	6	4.8*	18	29	11	14	-4	33
CC(C)CCN1CCN(Cc2cccn2-c2cccnc2)CC1CCO (stereo unspecified)	1.4	36	-2.1	5	6	0.1	0.5	-4	8

Filtered by structure, those above with two or more sulfur atoms
SMILES	VIM-2 inhibitor	PHOSPHO1 inh	IMP-1 inhibitor	GPR7 antag	DNA FID counter	V1aR counter	OXTR ag	GalR3 antag	HCV NS3 hel inh
Nc1nc2cc(S(=O)(=O)NC3=NCCCCC3)ccc2s1	-2.2	25	-2.0	4	-2	0.7	0.7	-5	9
Nc1nnc(SCC(=O)Nc2cccc(S(N)(=O)=O)c2)s1	-1.6	-62	-2.2	-11	-2	1.0	-0.2	1	-7
COc1ccc(CCNS(=O)(=O)c2ccc(S(=O)(=O)N3CCCC3)cc2)cc1OC	-3.7	14	-3.1	-5	-23	8.3	9.1	-2	9
CCn1c(SCc2ccccc2)nnc1-c1ccc(S(=O)(=O)N2CCCCC2)cc1	-0.3	38	-0.2	33*	-43	9.4	9.2	-4	0
COc1ccc(NS(=O)(=O)c2ccc(O)c(NC(=O)c3ccc(S(=O)(=O)N4CCCC4)cc3)c2)cc1	-1.1	20	-0.5	-9	-11	0.5	0.8	8	-10
Cc1ccccc1-n1ncc(C(C)NS(=O)(=O)c2sccc2C)c1C (stereo unspecified)	-2.8	29	-2.0	-10	-14	1.8	-0.1	-4	1
CCOC(=O)c1sc(S(C)(=O)=O)c2c1CC(C)(C)C/C2=N/O	-2.5	7	-0.7	-20	-14	-1.5	-0.6	-3	7
O=C(NN1C(=O)/C(=C/c2ccc(O)cc2)SC1=S)c1ccccc1O	0.6	6	4.8*	18	29	11	14	-4	33

Bioassay records (PubChem)
